PKM2 act – activators of human pyruvate kinase M2 | purified PKM2, Kinase-Glo ATP luminescence, activation; response scale: 0% is enzyme alone, no compound | P14618 | actives 0.34% (n = 260,000) | Potency, µM (doses to about 57.5 µM), for inactives: at the highest dose activation, actives largely listed as activators; further: potency means the concentration at half of the fitted maximal effect; on the % scale 0 is the no-effect control and ±100 the full control effect; nearly all actives have a fitted effect of over 55% in size
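ATP formation by purified human PK-M2, quantified via coupled luciferase luminescence after 1 h at room temperature with 0.1 mM ADP and 0.5 mM PEP final.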
Giardia killer – Giardia lamblia killing | Giardia lamblia trophozoite viability | activity change, % at 7.66 µM, hits read low | actives 0.15% (n = 340,000); in the data active means activity change below about -80%; inconclusive means between about -30% and that limit;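 further: parasites exposed to compound for two days anaerobically before the ATP read; on the % scale 0 is the no-effect control and ±100 the full control effect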
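Trophozoite viability was measured as ATP-dependent luminescence, read 15-30 min after reagent addition. Before that, parasites at 100 cells/well were exposed to compounds for 48 h, anaerobically, at 37 deg C.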
CXXC DNA block – MLL CXXC-DNA interaction inhibition; Q03164; MLL-CXXC / FITC-HOXA9 DNA fluorescence polarization; Potency, µM (highest dose often 115 µM), without a hit: at the highest dose activity change, negative = inhibition, most hits filed as inhibitors; actives 0.037% (n = 290,000); AID 2662; active means well fitted inhibition curve with a large enough effect in the polarisation, with a control signal flat, not every such curve was filed as active; inconclusive means small, poorly fitted or top-dose-only effect, or effect the other way, or a change in a side signal; inactive means no such curve, though single readings can be large or run the other way; the % refers to the polarisation; further: potency means the concentration at half of the fitted maximal effect
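Purified MLL-CXXC (added from a 7 uM solution) was preincubated 5 min at ambient with pinned compounds in 50 mM Tris-HCl pH 7.5, 50 mM NaCl, 1 mM DTT, 0.05% BSA. Fluorescein-labeled HOX-A9 DNA (50 nM solution) followed, 30 min, then polarization read.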
Menin-MLL TR inh – displaces Texas Red mutant MLL peptide from human menin. O00255. Menin + Texas Red MLL mutant peptide, fluorescence polarization. Potency, µM (series often up to 61.6 µM), for inactives: top-dose FP activity change, negative = inhibition, most hits filed as inhibitors. actives 0.23% (n = 270,000). AID 1768; active means well fitted inhibition curve with a large enough effect in the polarisation, with a control signal flat, not every such curve was filed as active; inconclusive means small, poorly fitted or top-dose-only effect, or effect the other way, or a change in a side signal; inactive means no such curve, though single readings can be large or run the other way; the % refers to the polarisation; further: potency means the concentration at half of the fitted maximal effect; % of control where 0% means no effect; many of its hits are not listed in these tables
FBPA coupling cs – inhibits coupling enzyme system, counter-screen for aldolase hits; coupling enzyme system counterscreen, AmpLite Red fluorescence; activity change, negative = inhibition, % at 58.2 µM, hits read low; actives 0.67% (n = 290,000); in the data active means activity change below about -30%; further: on the % scale 0 is the no-effect control and ±100 the full control effect
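Counterscreen lacking aldolase: glyceraldehyde-3-phosphate coupling-enzyme reagent preincubated 10 min at RT with compound (at 57.5 uM final), then substrate/coupling system with AmpLite Red added; fluorescence read at 525/598 nm after 20 min RT.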
GALK inhibitor – inhibitors of human galactokinase. Purified GALK, Kinase-Glo residual ATP luminescence. actives 0.007% (n = 270,000). Potency, µM (top dose mostly 57.5 µM), for inactives: at the top dose activity change, negative = inhibition, most hits filed as inhibitors. AID 1868. P51570; further: potency means the concentration at half of the fitted maximal effect; on the % scale 0 is the no-effect control and ±100 the full control effect
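Human GALK (5 nM) with 35 uM ATP and 100 uM galactose in 20 mM HEPES pH 8.0, 5 mM MgCl2, 60 mM NaCl, 1 mM DTT, 0.01% BSA. After 1 h at room temperature, leftover ATP was read by Kinase-Glo Plus luminescence.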
TRPV1 agonist – agonists of human vanilloid receptor 1 (TRPV1); TRPV1-expressing cells, Fluo-8 calcium influx, agonist mode; activation, % at 8.33 µM; actives 0.19% (n = 320,000); AID 540275; in the data active means activation above about 80%; inconclusive means between about 30% and that limit; further: 0% is about no effect
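TRPV1-expressing cells were cultured overnight at 35.5C and loaded with Fluo-8 calcium dye for 40 to 90 min at room temperature. After a 10 s baseline, compound was added and calcium influx was read kinetically for 3 min (ex 480/em 520 nm).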
B2AR arrestin – beta2AR (human) beta-arrestin recruitment activity; P07550; beta-arrestin recruitment to beta2AR, cell-based reporter; Potency, µM (doses to about 46.1 µM), for the others: at the top dose activation, usual class: activators; actives 0.02% (n = 330,000); AID 492947;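 further: potency means the concentration at half of the fitted maximal effect; 0% = DMSO controls and full agonism = EC100 isoproterenol or metaproterenol; nearly all actives have a fitted effect of over 65% in size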
USP2a block – USP2a (human) protease inhibition. Potency, µM (highest dose often 38.3 µM), for the others: top-dose activity change, negative = inhibition, hits mostly inhibitors. USP2 core, Ub-CHOP2 coupled fluorogenic reporter, 485/531. O75604. actives 0.01% (n = 330,000);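 further: potency means the concentration at half of the fitted maximal effect; plate controls were DMSO wells for no effect and full inhibition by NEM control for full effect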
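USP2 core (10nM final) preincubated 30min RT with compound in 20mM Tris-HCl pH 8.0, 2mM CaCl2, 2mM beta-mercaptoethanol, 0.05% CHAPS; 25nM Ub-CHOP2 plus 25nM reporter substrate added, fluorescence (Ex485/Em531) read after 60min.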
hERG WT inh – inhibitors of human wildtype KCNH2 potassium channel. U2OS, BacMam KCNH2, thallium flux FluxOr; hits give low values. activity change, % at 1.84 µM. actives 0.37% (n = 340,000);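 active means maximum activity change below -70%; inconclusive means maximum activity change between -70% and -50%; inactive means maximum activity change above -50%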; further: on the % scale 0 is the no-effect control and ±100 the full control effect
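U2OS cells were transduced with wild-type KCNH2 virus (2.03 x 10^8 / mL) for 4 h at room temperature, then cultured overnight at 37 C. Thallium flux was read with FluxOr dye. Rate constants were normalized to DMSO controls.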
KCNH2 3.1 block – KCNH2 3.1 (human) potassium channel inhibition. U2OS KCNH2 3.1, thallium flux FluxOr; hits give low values. actives 0.95% (n = 340,000). AID 720553. activity change, % (tested at about 1.8 µM);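 active means maximum activity change below -70%; inconclusive means maximum activity change from -70% to -50%; inactive means maximum activity change above -50%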;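 further: thallium influx rate constant from kinetic fluorescence after stimulation buffer; on the % scale 0 is the no-effect control and ±100 the full control effect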
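Kinetic fluorescence (2 min after stimulation buffer) measures Tl+ influx through KCNH2 3.1 expressed by viral transduction in U2OS cells; the rate constant is normalized against DMSO controls serving as positive and negative references.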
* = called active by the depositor; ? = inconclusive; . = no result given; & = joins results of further samples; [ ] = dose if it differs, or a comment. Unless noted, the call rests on the fitted dose curve; in most records, active means well fitted curve in the direction sought with a large enough effect; inconclusive means small, poorly fitted or top-dose-only effect, or another doubt; inactive means no such curve, though single readings can be large; an effect the other way counts as inactive or inconclusive. A portion of the library; rates above refer to the full screens.

cpd	Molecule	USP2a block	PKM2 act	Giardia killer	FBPA coupling cs	Menin-MLL TR inh	hERG WT inh	CXXC DNA block	KCNH2 3.1 block	TRPV1 agonist	GALK inhibitor	B2AR arrestin
1	CCCCOC(=O)Nc1nc(C)c(C(=O)OCC)s1	2%	6%	-2	3	-3%[11.7 µM]	-4	-5%	1	.	2%	0.5%
2	CC(C)(C)c1ccc(C(=O)NCc2nnc(SCC(=O)NC3CCCC3)o2)cc1	-2%	1%	3	2	-15%	9	-2%	16	1	-8%	0.0%
3	COc1ccccc1CNC(=O)CN(C)S(=O)(=O)c1ccc(F)cc1	0%	.	-15	2	6%	-2	11%	-11	6	-1%	-0.8%
4	NC(=O)COC(=O)CCCc1nc2ccccc2s1	5%	-4%	15	3	12%	2	9%	-13	-2	-1%	0.0%
5	COc1ccc(CCNC(=O)CCCN2C(=O)c3ccccc3C2=O)cc1	0%	-2%	9	1	-16%	-6	-23%	22	-3	-1%	0.0%
6	O=C(NCCN1CCN(c2ccccc2)CC1)c1cccc(Cl)c1	2%	.	-14	1	-2%	1	12%	-6	3	0%	0.0%
7	COc1ccc(C(=O)CSc2nc(C)cc(C)n2)cc1C	-1%	-3%[11.5 µM]	40[activator]	-1	-23%	-7	-1%	-3	2	0%	-0.2%
8	COc1cc(C(=O)NC2CCN(CC(=O)NC3CCCCC3)CC2)cc(OC)c1OC	2%	.	-13	1	4%	12	-9%	10	-6	-1%	-0.2%
9	Cc1csc(Nc2nc(N)c(C(=O)Nc3cc(Cl)ccc3F)o2)n1	-2%	.	3	2	?	-6	15%	-1	-8	.	-0.6%
10	CC(C)(C)OC(=O)NCc1ccc(CNC(=O)c2[nH]cnc2C(=O)NCC(=O)OCc2ccccc2)cc1	1%	0%	-11	0	39%[activator]	0	6%	11	2	.	0.6%
11	CCN(CC)CCN(Cc1cc2cc(C)c(C)cc2[nH]c1=O)C(=S)NCc1ccco1	-1%	1%	-5	7	1%	13	-1%	-10	?	1%	0.3%
12	CCC(=O)Nc1nnc(SCC(=O)Nc2cccc(Cl)c2)s1	1%	16%	-18	.	.	-12	0%	.	3	1%	-0.4%
13	CC(C)(C)c1ccc(-n2ncc3c2CCCC3NC(=O)C2(C(N)=O)CC2)cc1 (stereo not given)	-3%	.	19	0	-4%	-13	8%	-7	?	1%	-0.2%
14	Cc1cc(C)cc(-n2c3nc4ccccc4nc3c3c(=O)n(Cc4ccco4)cnc32)c1	-22%	29%	-10	3	7%	-4	-1%	-23	-3	-2%	?
15	CCn1cc(/C=N/NC(=O)c2ccc3c(c2)OCO3)c(C)n1	-3%	-3%	-15	6	.	-21	-2%	-8	6	1%	0.2%
16	Cc1ccc(NC(=O)NC(=O)N(C2CCCCC2)S(=O)(=O)c2ccccc2)cc1	0%	-5%	8	0	?	-6	1%	-1	-3	0%	-1.5%
17	COC(=O)C1=C(C(=O)OC)C2C(C)=CC(C)=CN2C(C(=O)OC)=C1C(=O)OC (stereo not given)	3%	6%	-1	-13	2%	-2	4%	-21	1	1%	-2.2%
18	CCC(C(=O)NC1CCCCC1)n1c(SCc2ccccc2F)nc2ccncc21 (stereo not given)	-1%	-3%	-8&-10	3	2%	5	24%	-118*	28&3	.	-0.8%
19	O=C(Cc1ncc(C(F)(F)F)cc1Cl)NCc1ccco1	0%	-11%	?	1	-1%	2	8%	17	2	0%	-0.1%
20	CC(NC(=O)c1ccco1)c1nc(-c2ccccc2Cl)no1 (stereo not given)	3%	-7%	13	-2	-4%	-2	52%[activator]	-7	-2	6%	0.1%
21	CS(=O)(=O)n1nc(OC(=O)c2cc(Br)ccc2Cl)cc1N	-1%	-2%	5	-1	-6%	-11	23%	6	1	8%	0.2%
22	O=C1CC(N2CCN(c3ccccc3F)CC2)C(=O)N1c1ccc2c(c1)OCCO2 (stereo not given)	2%	3%	12	1	-4%	0	-11%	-11	-1	1%	-0.4%
23	COc1cc(OC)cc(C(=O)Nc2ccc(Cn3ccnc3)cc2)c1	0%	.	-19	2	4%	-8	1%	18	-2	3%	-0.9%
24	C=CCSc1nc(N2CCOCC2)c2c(c1C#N)CC(C)(C)N(C)C2	-1%	1%	-8	-4	.	9	-1%	29	9	-2%	0.0%
25	CCOC(=O)c1ccc(N/C=C2/CCCC(C)C2=O)cc1 (stereo not given)	2%	-1%	-4	1	-3%	5	-8%	12	?	0%	-0.2%
26	O=[N+]([O-])c1cccnc1N/N=C/c1ccccc1O	0%	-37%	-29	-1	4%	2	3%	5	-4	9%	-0.1%
27	Cn1c(=O)n(C)c2cc(/C=N/N=C3/NC(=O)C(CC(=O)O)S3)ccc21 (stereo not given)	2%	-7%	-21	2	-2%	-22	-9%	-2	-1	0%	-0.2%
28	O=C(COc1ccc2ccc(=O)oc2c1)NCC(O)c1ccccc1 (stereo not given)	0%	.	-18	.	.	9	4%	-88*	1	-4%	0.2%
29	COc1ccccc1C(CNc1ccc(S(=O)(=O)N2CCCC2)cc1[N+](=O)[O-])N(C)C (stereo not given)	1%	0%	4	0	-10%	12	5%	10	3	-6%	-0.4%
30	CCCc1nc2ccccc2c(=O)n1-c1c(C)n(C)n(-c2ccccc2)c1=O	2%	0%	-14	0	11%	5	-2%	-17	0	0%	-0.1%
31	O=C1c2ccccc2C(=O)N1CCSc1nnc(-c2ccco2)n1Cc1ccccc1	0%	1%	3	5	?	-3	3%	-25	7	0%	0.1%
32	CCCCCC(=O)Nc1c(-c2ccc(OC)cc2)c(=O)c2ccccc2n1C	0%	0%	-10	5	.	-2	-7%	-7	0	-2%	0.1%
33	CN(C)c1ccc(Nc2nc(-c3cccnc3)cs2)cc1	0%	-7%	?	1	4%	-14	5%	-5	2	2%	0.2%
34	CCN(CC)C(=O)Cn1cc(C(=O)C(=O)NCc2cccs2)c2ccccc21	7%	5%	-10	0	-2%	-14	3%	-7	?	-1%	0.1%
35	c1cn(CC2(Cn3ccnc3)COC2)cn1	0%	-8%	2	0	19%	2	0%	6	3	1%	1.0%
36	CSc1ccc(S(=O)(=O)N(C)Cc2ccccc2)cc1	4%	0%	-7	1	-9%	-1	15%	-26	12	10%	-0.1%
37	Cc1ccc2nc(Nc3ccccc3)c(/C=N/O)c(=O)n2c1	4%	5%	2	0	1%	-13	-4%	3	1	-4%	0.0%
38	COc1cccc(OC)c1C(=O)NNC(=O)c1cccnc1	-1%	-7%	-2	4	.	1	-15%	-4	.	1%	-0.7%
39	CCOc1ccc(/C=N/NC(=O)c2nnn(-c3nonc3N)c2-c2cccs2)cc1	-1%	-1%	-4	-1	31%[activator]	4	-6%	-11	20	5%	0.1%
40	O=C(O)c1ccc(CSc2nnc(-c3ccco3)o2)cc1	-3%	0%	-20	13	-1%	-11	11%	-8	4	1%	0.2%
41	O=[N+]([O-])c1cc(-c2nc(-c3ccncc3)no2)cc([N+](=O)[O-])c1	1%	-1%	-25	-3	0%	20	9%	-19	-2	-2%	3.4%
42	Cc1c(NC(=O)NCc2ccccc2)c(=O)n(-c2ccccc2)n1C	-2%	-9%	-11	-1	-6%	3	-1%	-16	1	0%	-0.8%
43	CC(C)c1ccc2c(c1)c(SC(C)(C)C)c(CC(C)(C)C(=O)O)n2Cc1ccc(Cl)cc1	?	0%	12	-2&0&0	?	5	?	0	22&26	-23%	-0.1%&-0.2%
44	Cc1nc2ccc(C(=O)N3CCSCC3)cc2s1	-1%	-3%	11	-1	-7%	-24	6%	27	1	0%	0.1%
45	COc1ccc(CCC(=O)NC(C)c2ccccc2)cc1OC (stereo not given)	4%	.	-6	0	-10%	-7	33%[activator]	-4	0	-2%	0.4%
46	CSc1ccccc1OCc1cc(C(=O)N2CCN(c3ccccc3)CC2C)no1 (stereo not given)	-2%	-4%	-7	-2	-4%	2	?	-7	10	-2%	-0.7%
47	O=C(NC(=S)NC1CCS(=O)(=O)C1)c1cccs1 (stereo not given)	-3%	6%	5	0	12%	1	-4%	-14	2	-2%	-0.5%
48	Cc1cc(Cl)ccc1OCC(=O)N1CC(C)CC(C)C1 (stereo not given)	1%	5%	9	0	-1%	3	0%	-1	12	7%	-0.9%
49	C/C(=N\NC(=O)c1ccc(N(C)C)cc1)c1ccc(C)cc1C	5%	-5%	-4	-3	0%	-2	4%	1	5	.	6.2%
50	Cc1noc(C)c1S(=O)(=O)N1CCCC(C(=O)N2CCc3ccccc3C2)C1 (stereo not given)	-1%	-17%	15	-1	-8%	-8	0%	-3	-1	1%	0.3%
51	O=C(COc1ccc(Cl)cc1Cl)Nc1ccc(CN2CCCCC2)cc1	1%	-30%	3	1	-11%	14	0%	-15	4	0%	0.0%

Screens (PubChem BioAssay)
